Source: PubChem (several laboratories)
CatB mix inh – inhibitors of human cathepsin B in compound mixtures; AID 488; inhibition, %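 (ten-compound pools at 5 µM per compound and 50 µM total)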; P07858; 0.06% of 62,000 active; Purified cathepsin B, AMC dipeptide fluorescence; in the data active = inhibition above about 22%, passing the limit was not always enough;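 also: 0% = enzyme without compound and 100% = no enzyme blank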
CatL inh – blocks human cathepsin L protease activity; P07711; purified cathepsin L, fluorogenic substrate, fluorescence; inhibition, %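 (tested at 10 µM)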; 0.17% of 58,000 active; in the data active = inhibition above about 45%;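 also: 0% = enzyme with no compound and 100% = no enzyme blank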
Target sequence (P07711 114-288 limits assumed): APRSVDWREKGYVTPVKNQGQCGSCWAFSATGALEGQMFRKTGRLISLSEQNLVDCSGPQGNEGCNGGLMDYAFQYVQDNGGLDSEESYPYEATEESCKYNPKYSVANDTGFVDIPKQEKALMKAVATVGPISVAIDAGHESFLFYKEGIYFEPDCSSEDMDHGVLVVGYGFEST
Target sequence (P07711 292-333 limits assumed): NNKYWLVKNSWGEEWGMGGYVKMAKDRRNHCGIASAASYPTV
C1s inh – human complement C1s inhibition; 0.16% of 62,000 active; mean inhibition % of two 10-compound mixtures (hits give high values), % at 5 µM (by protocol); purified C1s, fluorogenic AMC substrate, pooled mixtures;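 active = inhibition above 20% in each of the two 10-compound mixture wells holding the compound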;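 also: 0% = enzyme wells lacking compound mixture and 100% = no-enzyme blank wells; some compounds called inactive have numbers as strong as hits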
Her2 expr inh – lowers expression of human Her2 kinase. 0.69% of 65,000 active. HER2 level % of control, % at 10 µM. SKBR-3 HER2 protein level, AlphaScreen, 18-24 h; hits give low values. AID 645. P04626;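 active = HER2 level under 5% of the carrier-only control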;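 also: 100% = DMSO carrier and 0% = 500 nM PU-H71 HSP90 inhibitor; lower value means stronger loss of Her2 protein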
CatB block – inhibitors of human cathepsin B | P07858 | purified cathepsin B, fluorogenic substrate, fluorescence | inhibition, %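 (tested at 10 µM)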 | 0.1% of 63,000 active | AID 453; in the data active = inhibition above about 21%;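 also: 0% = enzyme with no compound and 100% = no enzyme blank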
PKA kinase inh – inhibitors of human protein kinase A | 0.1% of 65,000 active | AID 524 | inhibition, % at 6 µM | PKA Kemptide phosphorylation, Kinase-Glo ATP luminescence;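 active = inhibition above the screen-wide mean inhibition plus 3 SD, cut at about 21% in these data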; also: many of its hits are not listed in these tables
CatS inh – human cathepsin S inhibition. recombinant cathepsin S, AMC dipeptide fluorescence, pooled mixtures. inhibition, %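 (tested at 5 µM per compound within 10-compound mixtures)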. 0.06% of 62,000 active; in the data active = inhibition above about 32%, passing the limit was not always enough;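 also: 0% = enzyme without compound and 100% = blank without enzyme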
Target sequence (P25774 115-331 limits assumed): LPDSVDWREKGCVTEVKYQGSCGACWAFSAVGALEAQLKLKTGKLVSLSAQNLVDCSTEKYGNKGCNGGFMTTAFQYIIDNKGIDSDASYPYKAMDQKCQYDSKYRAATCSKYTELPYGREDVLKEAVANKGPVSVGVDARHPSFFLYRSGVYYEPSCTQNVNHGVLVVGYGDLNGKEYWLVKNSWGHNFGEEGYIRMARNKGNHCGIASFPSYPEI
CatG inh – blocks human cathepsin G enzyme activity. P08311. inhibition, % at 5 µM (by protocol). purified enzyme, AMC-tetrapeptide fluorescence, pooled mixtures. 0.2% of 62,000 active;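 active = inhibition above 20% in each of the two mixture wells holding the compound; inactive = inhibition of 20% or less in either well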;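 also: 0% = enzyme control without mixture and 100% = blank lacking enzyme; strong numbers were not always called active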
Target sequence (P08311 21-244 limits assumed): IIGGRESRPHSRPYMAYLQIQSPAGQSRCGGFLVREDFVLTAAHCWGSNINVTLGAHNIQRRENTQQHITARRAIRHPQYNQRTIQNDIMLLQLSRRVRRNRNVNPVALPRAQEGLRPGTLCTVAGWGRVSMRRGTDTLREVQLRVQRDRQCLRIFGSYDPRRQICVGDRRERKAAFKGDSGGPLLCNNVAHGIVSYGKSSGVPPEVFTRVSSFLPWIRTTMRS
ROCK2 inh – inhibitors of human Rho kinase 2; 0.35% of 60,000 active; AID 604; O75116; inhibition, % at 6 µM; purified ROCK2, Kinase-Glo ATP depletion luminescence;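 active = inhibition above the screen-wide mean inhibition plus 3 SD, cut at about 18% in these data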;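 also: plate controls were DMSO wells for no effect and Y-27632 control wells after no-enzyme background subtraction for full effect; many of its hits are not listed in these tables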
Starred values were filed as active, the others as inactive; nt = no result given.

SMILES	CatB mix inh	CatL inh	C1s inh	Her2 expr inh	CatB block	PKA kinase inh	CatS inh	CatG inh	ROCK2 inh
COC(=O)C1=C(N)Oc2cc(C)n(C)c(=O)c2C1c1ccc(Cl)c(Cl)c1 (stereo not given)	3.0	4.0	2.4	3.3*	5.9	4.9	-2.2	5.2	0.7
Cn1cccc1Cc1nnc(SCC(=O)NC2CCCCC2)n1CCc1ccccc1	0.1	nt	3.2	75.7	-1.9	8.3	-1.4	0.9	3.0
c1cncc(-c2nc(-c3ccc4c(c3)OCO4)cs2)c1	-2.7	-8.9	-19.4	80.9	0.8	-2.2	-0.5	-4.5	nt
Clc1ccc(COn2nnc3ccccc32)c(Cl)c1	4.9	1.0	15.2	106.2	3.6	-6.0	18.6	15.7	-1.8
CC(=O)c1ccccc1OCCn1nnc(-c2ccc(C)cc2)n1	6.1	7.2	15.6	104.9	-1.2	6.2	0.5	8.8	3.3
COc1cccc(-c2nnc(SCC(=O)N3CCCc4ccccc43)o2)c1	4.4	6.7	10.4	86.2	-3.2	4.3	-1.3	5.8	1.1
CC1(C)Cc2nc(NCCN3CCOCC3)c(C#N)cc2CO1	nt	-4.1	nt	59.0	5.6	6.1	nt	nt	4.2
Cc1ccsc1C1C(C(=O)O)c2ccccc2C(=O)N1C (stereo not given)	38.4	-6.2	-0.3	112.5	-7.5	7.2	-2.8	19.3	1.7
O=C(Nc1ccccc1)N(CCN1CCOCC1)Cc1ccccc1F	-5.6	2.3	-25.2	66.1	-4.2	-12.7	-6.5	0.5	-5.1
O=C(O)C1CCCCC1C(=O)NCc1ccc(F)cc1 (stereo not given)	1.2	3.8	-2.2	73.0	3.6	1.2	19.0	-1.5	0.2
COC(=O)c1nc2n(n1)C(c1ccc(OC)c(OC)c1)C(C(=O)OC1CCCCC1)=C(C)N2 (stereo not given)	3.2	13.6	13.1	61.1	1.8	-8.1	14.4	9.3	nt
O=S(=O)(c1cccc2nsnc12)N1CCN(C/C=C/c2ccccc2)CC1	nt	25.7	nt	77.7	-1.6	-6.1	nt	nt	-2.5
O=C(c1ccc(CS(=O)(=O)c2ccc(Br)cc2)o1)N1CCCC1	-2.4	nt	10.5	86.6	-0.5	-0.6	-0.1	10.1	4.9
Cc1c(NS(=O)(=O)c2ccccc2)cc(Cl)c(O)c1C	3.8	6.6	1.6	58.6	1.3	nt	0.1	8.6	nt
CCc1c(C)nc2ncnn2c1N1CCCC(C(=O)NCCc2ccccc2)C1 (stereo not given)	2.2	-0.2	10.0	55.6	8.9	4.3	-3.0	13.3	nt
CS(=O)(=O)N(CC(=O)N1CCN(c2ccccc2)CC1)c1cccc(Br)c1	0.9	-6.4	-5.3	178.1	-2.8	2.0	-6.5	7.7	nt
COc1ccccc1N(CC(=O)Nc1ccc2c(c1)OCO2)S(=O)(=O)c1ccccc1	-1.0	6.8	-2.9	61.7	-1.7	8.4	3.6	4.3	5.3
CCc1nnc(SCC(=O)NC2CCCCC2)nc1CC	1.2	38.6	-4.5	133.8	2.2	8.2	7.0	-4.8	4.1
Cn1cnnc1SCC(=O)OCN1C(=O)c2ccccc2C1=O	1.5	7.4	-1.1	96.2	4.2	-2.9	18.2	-3.9	-2.2
Nc1cc(OC(=O)c2cccs2)nn1S(=O)(=O)c1ccc(F)cc1	55.3*	-3.3	17.4	134.8	55.6*	10.9	-1.5	17.9	5.2
O=C(Oc1ccc(Cl)c2cccnc12)N1CCOCC1	2.0	-8.6	13.5	1.0*	4.2	5.6	-6.1	13.2	3.9
CCN(CC)CCCn1c(C)cc2c(c1=O)C(c1ccccc1)C(C#N)=C(N)O2 (stereo not given)	nt	17.0	nt	136.1	15.6	2.6	nt	nt	0.8
COc1cc(OC)c(C(=O)COc2ncnc3ccccc23)c(OC)c1	-5.6	-12.3	-9.5	92.7	-6.6	-3.6	-8.1	-1.5	-6.0
CCn1cc(S(=O)(=O)CC(=O)Nc2cc(C)ccc2C)c2ccccc21	0.5	17.8	5.9	85.4	2.3	3.9	-3.1	7.0	4.6
O=c1c2c(n3nnnc3n1Cc1ccccc1)-c1ccccc1CC21CCCC1	2.3	-16.8	-0.8	108.3	2.1	7.1	-7.9	6.6	7.2
COc1ccc(N2CC(O)=C(c3nc4ccccc4s3)C2=N)cc1	5.8	16.3	16.9	117.2	1.6	-1.3	14.1	10.1	0.7
O=C(NC1CCCC1)C(c1cccs1)N(Cc1ccco1)C(=O)c1csnn1 (stereo not given)	5.2	24.5	3.7	64.7	-1.2	1.1	10.1	1.7	2.0
CCc1nc2ccccc2n(CCOCCn2c(=O)c(CC)nc3ccccc32)c1=O	-4.5	7.9	-11.7	92.6	0.2	7.3	4.7	-8.1	6.8
COc1ccccc1C1=NOC(Cn2c(=O)c3c(ncn3C)n(C)c2=O)C1 (stereo not given)	2.4	-3.9	-23.7	117.2	9.1	9.0	21.5	-9.7	6.2
CCCCn1c(=O)cc(N2CCOCC2)[nH]c1=O	4.9	-4.3	20.9	93.3	0.4	12.3	-6.5	13.5	5.9

Full records as entered above. Order of values: CatB mix inh, CatL inh, C1s inh, Her2 expr inh, CatB block, PKA kinase inh, CatS inh, CatG inh, ROCK2 inh
CCN(CC)CCCn1c(C)cc2c(c1=O)C(c1ccccc1)C(C#N)=C(N)O2 (stereo not given) reads nt, 17.0, nt, 136.1, 15.6, 2.6, nt, nt, 0.8
CS(=O)(=O)N(CC(=O)N1CCN(c2ccccc2)CC1)c1cccc(Br)c1 reads 0.9, -6.4, -5.3, 178.1, -2.8, 2.0, -6.5, 7.7, nt

Additional records follow:
SMILES	CatB mix inh	CatL inh	C1s inh	Her2 expr inh	CatB block	PKA kinase inh	CatS inh	CatG inh	ROCK2 inh
CN(c1ccccc1C(=O)Nc1ccc2c(c1)OCO2)S(C)(=O)=O	1.4	3.0	13.8	88.2	1.0	1.3	-5.3	12.5	-5.2
Cc1ccc(S(=O)(=O)CC(c2ccccc2)N2CCOCC2)cc1 (stereo not given)	-4.3	7.7	-7.3	95.1	-2.5	8.9	10.9	2.6	2.2
CCCn1c(C)nc2c(c1=O)c1nc3ccccc3nc1n2-c1ccc2c(c1)OCCO2	8.6	-6.1	10.0	95.1	6.7	0.8	11.3	27.9	-5.8
Cc1nc(-n2cc(F)c(=O)[nH]c2=O)c2nc(C)oc2n1	1.5	5.1	1.2	101.9	5.2	-0.5	-4.3	2.4	-3.5
C/C(NCCCn1ccnc1)=C(\C#N)C(N)=O	6.8	-4.2	-30.7	83.2	6.9	11.8	18.5	-9.8	4.3
COc1cccc(NC2=CC(=O)CC(C)(C)C2)c1	-2.3	1.6	-53.2	100.2	4.4	4.3	-10.7	-0.1	nt
CCOC(=O)CN1C(=O)NC(C)(c2ccc(OC(F)F)cc2)C1=O (stereo not given)	0.5	17.4	16.8	115.1	2.5	6.6	10.2	55.3	6.5
CC(=O)c1c(C)nc(-c2ccc(Cl)cc2)nc1N=CN(C)C	2.0	5.8	0.5	83.0	5.2	10.5	7.7	8.4	2.6
O=C(CSc1nnc(-c2ccco2)n1Cc1ccco1)N1CCOCC1	2.5	8.2	2.5	97.2	2.9	10.0	6.0	-0.6	7.8
CCn1c(SCC(=O)c2ccc(Cl)cc2)nnc1C(C)C	2.5	-1.5	-2.6	104.9	8.1	-0.7	-4.9	7.8	0.7
COc1cccc2sc(Nc3nnc(-c4cccs4)o3)nc12	4.1	-9.5	-19.0	66.8	-7.2	-0.7	-3.0	-5.8	-0.9
Cc1cccc(-c2c3c(=O)n(C)c(=O)n(C)c3cn2CCO)c1	1.2	16.6	-17.7	139.2	-0.3	7.1	3.2	7.4	2.9
CN1CCN(Cc2nc3c(c(=O)[nH]c(=O)n3C)n2CCc2ccccc2)CC1	-0.4	4.9	8.0	107.3	4.2	-5.2	6.3	-0.4	-4.5
Cn1c(=O)n(Cc2ccccc2)c(=O)c2c1nc1n2CCCN1Cc1ccccc1	-1.4	-19.4	1.8	49.2	0.9	1.5	-8.1	7.9	-0.1
COc1ccc(CC(=O)OCn2nnc3ccccc3c2=O)cc1	-4.4	9.4	-70.9	110.5	-1.1	5.5	-8.2	-15.0	9.2
Cn1c(=O)cc(OCCCC(=O)NCCN2CCN(c3ccccc3F)CC2)c2ccccc21	-7.0	nt	-68.3	91.8	1.9	7.6	-6.9	-10.0	4.3
CCOC(=O)c1ccc(COC(=O)c2cc3ccccc3oc2=O)o1	8.4	-0.5	8.0	81.0	1.2	-0.1	7.5	-23.6	1.3
CCOC(=O)N1CCN(C(=O)C2CCN(S(=O)(=O)N3CCCC3)CC2)CC1	-2.3	19.2	3.5	103.3	3.2	-3.7	10.9	1.9	-2.1
COc1ccc(CCNC(=O)C2CCCN(S(C)(=O)=O)C2)cc1OC (stereo not given)	4.4	8.9	-56.1	174.8	-5.6	3.9	0.2	-6.6	nt
COc1cc(C2c3c(oc4cc(C)c(C)cc4c3=O)C(=O)N2c2cc(C)ccn2)ccc1O (stereo not given)	-3.0	27.9	-0.8	59.0	0.9	5.6	13.9	15.4	4.7
COc1ccc(-c2cc(=O)oc3cc(OCc4nn[nH]n4)ccc23)cc1	-4.2	9.3	-7.7	101.3	-0.3	5.3	-1.2	8.9	2.7
COC(=O)Nc1ccc(S(=O)(=O)N2c3ccccc3CCC2C)cc1 (stereo not given)	18.9	4.8	14.6	67.3	6.1	-6.3	7.6	10.6	0.4
Cc1n[nH]c(C)c1S(=O)(=O)Nc1ccc2c(c1)OCCO2	-8.4	-4.1	-47.0	86.3	5.7	10.1	-19.4	-27.6	3.7
O=C(Cn1c(=O)oc2cc(S(=O)(=O)N3CCCC3)ccc21)NCc1ccccn1	3.1	-0.9	6.8	86.1	-1.6	-3.4	-4.5	7.9	4.8
CCc1ccc2oc(-c3cc(N)cc(C)c3O)nc2c1	1.0	5.5	11.8	71.0	6.4	4.8	16.2	6.8	8.0
Cc1cc(NCCN2CCOCC2)n2c(nc3ccccc32)c1C#N	-4.1	-118.0	-55.7	90.2	0.3	-0.2	2.1	10.8	1.0
CCOC(=O)CNC(=O)C(CO)NC(=O)OCc1ccccc1 (stereo not given)	4.5	20.2	-22.8	120.8	-3.1	1.4	3.5	-3.1	5.0
CCC(C)C(NC(=O)C1CCC(C)CC1)C(=O)NCc1cccnc1 (stereo not given)	6.5	6.5	24.1	nt	1.8	2.5	-1.1	7.8	nt
COC(=O)C1=C(C)NC2=C(C(=O)CC(c3cccs3)C2)C1c1ccsc1 (stereo not given)	2.9	5.1	-3.2	51.1	-4.3	0.3	6.2	-0.1	nt
Cc1ccc(S(=O)(=O)n2nc(OC(=O)c3ccco3)cc2N)cc1	59.2*	12.0	20.2	109.4	76.1*	2.1	19.2	19.8	2.4
CCOC(=O)N1CCC(NC(=O)C2CCN(S(=O)(=O)c3c(C)noc3C)CC2)CC1	0.0	-4.3	-12.0	112.9	3.3	-7.4	-2.1	-2.0	nt
CCCCSc1nnc([C@H](CC(C)C)NC(=O)OC(C)(C)C)o1	7.7	-4.8	6.2	66.2	-0.5	-7.7	6.0	3.2	2.8
Cc1ccc(Cl)cc1N(CC(=O)NC1CCCCC1)S(C)(=O)=O	-6.4	-0.8	-57.8	70.1	-0.2	7.5	-12.4	-0.5	3.7
CC(=O)c1c(COC(=O)c2ccco2)nc2ccccc2[n+]1[O-]	-3.6	-5.7	3.7	107.5	-3.8	-2.5	-5.5	-0.2	-3.1
CC(=O)C1=C(C)Nc2ncnn2C1c1ccc(Cl)cc1 (stereo not given)	2.0	8.3	-5.2	105.1	3.8	1.1	3.6	-1.9	-1.2
CCOC(=O)N1CCC(NC(=O)CCC(=O)N2CCOc3ccc(C)cc32)CC1	-0.9	9.2	4.3	92.3	-4.5	-4.0	4.9	4.5	-6.8
Cc1cccc(N(CC(=O)Nc2ccc(CC#N)cc2)S(C)(=O)=O)c1	2.7	-0.5	-29.9	76.7	-5.7	-3.8	1.1	1.3	-9.2
CCn1c(SCC(=O)Nc2cc(C)on2)nnc1-c1cccs1	-3.2	-1.4	-24.6	123.1	-0.4	10.2	-8.1	4.5	2.3
Cc1onc(-c2c(F)cccc2Cl)c1C(=O)NC1=NCCS1	3.1	-2.2	-1.5	83.7	1.2	3.6	-2.7	8.5	-0.6

Some of the compounds tested (hit frequency here may not be typical).
